Screens as filed in PubChem BioAssay.
PG9 binder – small molecules binding HIV-1 gp120 antibody PG9 | TR-FRET gp120-PG9 antibody binding | inhibition, % at 6.7 µM | 0.43% of 360,000 active | AID 624416; in the data active = inhibition above about 8.5%
rCAG RNA binder – r(CAG) repeat RNA binding; TO-PRO-1 dye displacement fluorescence; inhibition, % at 3 µM; 1.3% of 370,000 active;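 active = inhibition above the plate cutoff, the mean of all test compounds on that plate plus 3 SD, cut at about 35% in these data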;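 also: 0% = DMSO alone and 100% = 100 µM mitoxantrone as full dye displacement; higher means more dye released from RNA so lower well fluorescence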
SIAE inh – inhibitors of human sialic acid acetylesterase SIAE; Q9HAT2; SIAE FP-Rh probe binding, fluorescence polarization; inhibition, % at 9.66 µM; 0.69% of 370,000 active; AID 1053197;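 active = inhibition above a cutoff: mean of compounds within the control limits plus 3 SD of those, cut at about 17% in these data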;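 also: 0% = plate median of compound wells and 100% = probe without SIAE protein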
Rev-erbA mod – modulates human Rev-erb alpha binding to DNA; P20393; Rev-erbα–FITC-DNA binding, fluorescence polarization, 90 min; activity, % at 10 µM; 0.79% of 370,000 active;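 active = activity above about 14%, limit read from the data; passing the limit was not always enough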;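 also: 0% = DMSO wells with 35 nM protein and 100% = DMSO wells with 750 nM protein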
Target sequence (P20393 whole entry, looked up): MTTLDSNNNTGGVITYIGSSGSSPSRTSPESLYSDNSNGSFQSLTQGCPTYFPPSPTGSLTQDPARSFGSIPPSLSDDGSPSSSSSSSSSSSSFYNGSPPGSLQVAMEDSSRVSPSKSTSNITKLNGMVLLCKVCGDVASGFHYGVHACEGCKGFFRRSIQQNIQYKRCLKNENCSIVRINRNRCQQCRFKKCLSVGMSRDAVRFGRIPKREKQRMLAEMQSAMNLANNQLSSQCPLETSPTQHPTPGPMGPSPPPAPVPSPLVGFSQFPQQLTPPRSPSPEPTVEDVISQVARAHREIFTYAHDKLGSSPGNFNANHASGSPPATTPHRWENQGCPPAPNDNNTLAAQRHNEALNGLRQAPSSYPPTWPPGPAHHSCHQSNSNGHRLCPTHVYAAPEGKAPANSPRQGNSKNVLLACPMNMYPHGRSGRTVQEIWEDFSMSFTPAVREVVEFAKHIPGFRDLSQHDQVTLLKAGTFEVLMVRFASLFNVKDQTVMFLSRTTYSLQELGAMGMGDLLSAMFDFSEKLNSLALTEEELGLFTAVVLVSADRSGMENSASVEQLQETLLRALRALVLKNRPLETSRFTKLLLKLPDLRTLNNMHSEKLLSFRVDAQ
TDP2 inh – TDP2 (human) inhibition, absorbance primary screen; O95551; recombinant TDP2, T5PNP hydrolysis, p-nitrophenol absorbance 415 nm; inhibition, % at 12.8 µM; 0.34% of 370,000 active;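 active = inhibition above the mean of all tested compounds plus 3 SD, set per campaign, cut at about 25% in these data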;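 also: 0% = DMSO with enzyme and 100% = buffer with substrate but no TDP2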
Target sequence (O95551 whole entry, looked up): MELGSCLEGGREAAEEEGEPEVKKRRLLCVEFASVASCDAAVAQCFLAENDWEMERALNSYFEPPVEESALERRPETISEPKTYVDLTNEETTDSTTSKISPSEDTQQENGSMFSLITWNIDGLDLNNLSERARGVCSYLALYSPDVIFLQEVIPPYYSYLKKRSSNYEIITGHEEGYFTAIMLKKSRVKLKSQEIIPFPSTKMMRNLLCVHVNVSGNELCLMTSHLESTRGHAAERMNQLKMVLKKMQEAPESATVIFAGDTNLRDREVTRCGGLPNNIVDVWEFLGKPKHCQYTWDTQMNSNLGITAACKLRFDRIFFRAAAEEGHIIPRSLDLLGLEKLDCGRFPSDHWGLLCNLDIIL
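Read-out basis: percent inhibition. System: recombinant human TDP2. Buffer or medium: Mg2+-containing Tris-HCl buffer, pH 7.5. Repeats: single replicate. Timing: reaction 2 h, 37 °C. Benchmarks: high control without enzyme, low control DMSO plus TDP2. Probe or stimulus: 5 mM T5PNP. Doses: 12.8 µM only. Measured by: epi absorbance of p-nitrophenol freed from T5PNP by hydrolysis.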
PRMT1 FP inh – inhibitors of human PRMT1 | Q99873 | recombinant PRMT1, activity-based probe fluorescence polarization | inhibition, % at 2.79 µM | 1.3% of 370,000 active | AID 652257;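 active = inhibition above about 21% made by adding two undisclosed values, limit read from the data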
LEDGF integ inh – blocks HIV-1 LEDGF/p75-dependent DNA integration | inhibition, % at 3.7 µM | 0.64% of 370,000 active | TR-FRET IN-LEDGF/p75 DNA integration, Eu/Cy5 | AID 743269;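 active = inhibition above the screen-wide mean plus 3 SD, cut at about 13% in these data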;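 also: signal is the Cy5 over europium emission ratio at 671 and 618 nm; 0% = plate median of compound wells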
HTRA1 inh – blocks human HTRA1 serine peptidase. inhibition, % at 5.96 µM. recombinant HTRA1, FP-rhodamine activity-based probe, fluorescence polarization. AID 504803. 0.5% of 340,000 active; in the data active = inhibition above about 36%;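 also: 0% = enzyme with DMSO and 100% = wells lacking enzyme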
TCR CD3 inh – blocks the human TCR-CD3 interaction | TAMRA-labeled TCR probe fluorescence, biochemical | inhibition, % at 9.4 µM | 0.37% of 360,000 active | AID 651800; in the data active = inhibition above about 19%;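 also: recombinant mutant TCR 2C K166C tagged with TAMRA read by polarization; 0% = receptor in buffer alone and 100% = receptor with positive control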
ABHD4 inh – ABHD4 (mouse) inhibition, primary FP screen; Q8VD66; purified mABHD4, FP-Rh probe fluorescence polarization; inhibition, % at 8.92 µM; 0.54% of 370,000 active;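 active = inhibition exceeding the mean over every tested compound plus 3 SD, cut at about 30% in these data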;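 also: 0% = plate median of compound wells and 100% = S159A mutant with DMSO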
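Test system: mouse ABHD4 enzyme, wild type. Reagent: FP-Rh fluorescent activity-based probe, added after compound pre-incubation. Timing: pre-incubation 45 min, probe exposure 60 min, at 25 °C. Technique: FP readout, ex 525 nm / em 598 nm. Benchmarks: high control S159A mutant with DMSO, low control median of compound wells.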
* marks the source's active call; other numbers are inactive results; . = no result given.

SMILES | PG9 binder | rCAG RNA binder | SIAE inh | Rev-erbA mod | TDP2 inh | PRMT1 FP inh | LEDGF integ inh | HTRA1 inh | TCR CD3 inh | ABHD4 inh
Cc1nc(S(=O)(=O)Cc2ccccc2)nc2c1CCC2 | -1.7 | -3.5 | 0.3 | -1.9 | -1.4 | 0.0 | 2.3 | -2.2 | 3.2 | 5.0
CS(=O)(=O)c1ccc(Cl)c(NC(=O)CSc2n[nH]c(N)n2)c1 | 0.8 | 1.3 | 5.1 | -0.1 | -5.7 | 1.7 | -3.0 | 6.9 | -0.8 | -1.5
CC(=O)c1nn(-c2cccc(Br)c2)cc1C(=O)c1ccc(C)cc1 | 2.9 | -1.1 | -4.2 | -3.6 | 2.5 | 2.9 | 0.2 | 2.7 | -12.0 | 0.1
COc1ccc2nc(SCC(=O)NC3CCCCC3C)[nH]c2c1 (configuration not stated) | -2.2 | 0.3 | 3.0 | -3.2 | 6.8 | -3.3 | 3.4 | -3.5 | 5.7 | -2.9
Cc1ccccc1N1CC(C(=O)O)CC1=O (configuration not stated) | 1.1 | 5.6 | 1.9 | -6.2 | -0.8 | 4.2 | -8.3 | 4.9 | 3.4 | 3.9
Cc1ccc(C)c(Sc2ccc(S(=O)(=O)Nc3ccc(C(=O)O)cc3)cc2)c1 | 0.5 | 37.6* | -8.2 | 1.6 | 1.3 | -2.1 | 6.7 | -56.5 | -1.6 | -58.5
O=C(COc1ccc2oc(-c3ccco3)cc(=O)c2c1)N1CCCCC1 | 1.4 | -0.6 | -2.6 | -10.7 | 5.3 | -1.5 | -0.4 | 0.2 | 3.0 | -0.1
COC(=O)c1ccc(COC(=O)c2cnccn2)cc1 | -0.8 | 0.0 | -2.0 | -2.1 | 9.5 | 0.1 | -2.3 | 2.7 | 8.5 | 1.1
CCOc1ccc(NC(=O)/C(C#N)=C/c2cn(CC(=O)O)c3ccccc23)cc1 | 0.2 | 55.7* | -5.6 | -1.0 | -20.7 | 3.7 | 0.2 | -2.5 | -0.3 | -0.8
CN(c1ccc(C(=O)N2CCOCC2)cc1[N+](=O)[O-])C1CCCCC1 | -0.6 | -4.6 | -1.3 | 1.4 | 5.4 | 1.4 | -2.2 | 2.6 | 3.5 | 8.0
Cc1cccc(S(=O)(=O)N(C)C[C@@H]2OCc3cn(nn3)CCCC(=O)N([C@@H](C)CO)C[C@H]2C)c1 | -0.9 | 3.4 | 9.2 | 0.9 | -2.6 | -4.1 | 2.1 | -1.0 | 3.5 | 1.6
Cc1ccc(S(=O)(=O)N2CCN(C)CC2)cc1-c1nnc2c3ccccc3c(C)nn12 | 0.1 | -4.2 | -2.9 | 3.3 | 2.7 | 0.2 | -0.3 | -10.8 | 4.2 | -1.8
Cc1sc2ncn(CC(=O)N3CCOCC3)c(=O)c2c1-c1ccccc1 | 1.1 | -1.5 | 6.1 | -4.8 | 6.7 | -5.0 | 1.9 | -0.2 | -4.1 | -0.8
CCc1ccc(S(=O)(=O)Nc2ccc(Cl)cn2)cc1 | 0.6 | 5.6 | -1.2 | -4.6 | -21.6 | -3.8 | -0.9 | -4.5 | 4.3 | 3.6
CN(C)S(=O)(=O)c1cccc(C(=O)Nc2ccc(N3CCOCC3)cc2)c1 | 0.0 | 4.2 | -2.6 | -5.1 | -7.3 | 3.1 | -7.0 | 7.0 | 8.0 | 0.1
CN(C1CCCCC1)S(=O)(=O)c1ccc(-c2ccccn2)s1 | -0.8 | -1.6 | -1.9 | 4.1 | -11.0 | -7.3 | 1.8 | . | 3.4 | -13.2
CCOP(=O)(OCC)C(NC(=O)Nc1ccccc1)C(N)=O (configuration not stated) | 0.3 | 3.5 | -7.6 | -3.4 | -15.4 | -2.4 | 2.0 | 5.1 | -8.2 | -0.2
C=CCn1c(SCC(=O)Nc2ccc(OC)cc2)nc2c([nH]c3ccccc32)c1=O | -3.0 | 9.5 | -11.6 | 4.7 | -14.8 | -2.5 | -1.2 | 2.8 | -7.8 | 2.2
CCOc1ccc(NC(=O)CSc2nnc(-c3ccccc3Cl)n2Cc2ccco2)cc1 | -0.9 | -4.5 | 0.7 | 7.0 | 3.1 | 0.5 | 1.1 | -13.1 | -2.2 | -2.0
Cc1cc(S(=O)(=O)/N=C(\N)c2ccc(C(N)=O)cc2)cc(C)c1F | 0.2 | -0.2 | -15.2 | 4.8 | -10.7 | 7.9 | -0.7 | -1.1 | -9.7 | -13.8

A second format for some results above:
SMILES	PG9 binder	rCAG RNA binder	SIAE inh	Rev-erbA mod	TDP2 inh	PRMT1 FP inh	LEDGF integ inh	HTRA1 inh	TCR CD3 inh	ABHD4 inh
Cc1ccccc1N1CC(C(=O)O)CC1=O (configuration not stated)	1.1	5.6	1.9	-6.2	-0.8	4.2	-8.3	4.9	3.4	3.9
CCc1ccc(S(=O)(=O)Nc2ccc(Cl)cn2)cc1	0.6	5.6	-1.2	-4.6	-21.6	-3.8	-0.9	-4.5	4.3	3.6

(further entries)
SMILES | PG9 binder | rCAG RNA binder | SIAE inh | Rev-erbA mod | TDP2 inh | PRMT1 FP inh | LEDGF integ inh | HTRA1 inh | TCR CD3 inh | ABHD4 inh
COc1ccc(NS(=O)(=O)c2ccc(N3CCCC3)c(NC(=S)Nc3cccc(C)c3C)c2)cc1 | -0.6 | 15.4 | 3.4 | 1.1 | -0.5 | 13.1 | 0.6 | -1.7 | 3.2 | 9.1
COc1cc(NC(=O)CCc2nnc3ccc(N4CCC5(CC4)OCCO5)nn23)cc(OC)c1 | -0.9 | -3.3 | 0.4 | -0.1 | -6.0 | -6.1 | 1.1 | 0.1 | 10.0 | 0.8
O=C(c1cccs1)N1CCN=C1SCc1ccc(Cl)cc1 | -0.1 | 1.6 | -5.2 | -1.4 | -18.4 | -3.1 | 8.0 | -8.6 | -5.4 | -11.6
COC(=O)C1=C(C)N(Cc2cccc(C(F)(F)F)c2)C(=NCc2ccc(C(F)(F)F)cc2)NC1c1ccc(Cl)cc1 (configuration not stated) | -0.7 | 4.0 | -10.6 | -2.1 | 1.1 | -2.9 | -3.7 | . | -1.0 | 18.4
CCOC(=O)N1CCN(C(=O)c2ccc3c(=O)n(-c4ccc(OC)cc4)c(=S)[nH]c3c2)CC1 | 2.8 | 5.8 | -4.5 | -5.1 | -8.8 | 2.1 | -2.5 | -3.5 | 4.6 | 3.8
CCOC(=O)c1ccc(NC(=O)Cn2ncc(Cl)c(Cl)c2=O)cc1 | -2.2 | 11.9 | -3.8 | -11.9 | -2.7 | 24.5* | 4.2 | -10.6 | -2.0 | -3.5
Cc1ccc(C(=O)CSc2ncnc3sc4c(c23)CCCC4)cc1 | -1.3 | 1.9 | -1.1 | 34.3* | -0.8 | 0.5 | 3.0 | 4.3 | 8.8 | -10.3
O=C(Nc1cccc(Cl)c1)c1ccc2sc([C@@H]3O[C@H](CO)[C@H](O)[C@H](O)[C@H]3O)nc2c1 | 0.1 | 2.8 | -8.2 | 4.8 | 4.3 | 2.5 | -4.1 | . | -3.9 | -5.0
CC12CN(C(=S)Nc3ccccc3)CC(C)(CN(C(=S)Nc3ccccc3)C1)C2=O | -1.6 | -2.6 | -1.5 | 0.7 | 6.2 | 0.1 | 4.8 | -3.6 | 7.9 | 3.0
CCN(CC)c1ccc(N2C(=O)CSC2=S)cc1 | -1.0 | 16.2 | -12.0 | 2.9 | 6.3 | 17.1 | 9.7 | 30.9 | -18.0 | 12.7
CCOC(=O)Cn1cc(C(=O)c2cccs2)c2ccccc21 | 1.5 | 1.2 | 1.8 | 4.2 | -9.4 | 0.0 | 1.9 | -8.3 | -2.1 | -2.3
COc1ccc(-c2cc(C(=O)Nc3cccc(O)c3)no2)cc1 | -0.4 | 4.4 | -8.4 | 0.9 | -0.6 | -3.1 | 38.2* | -8.2 | 6.8 | -13.6
CC1=C(C(=O)OCC2CCCO2)C(c2ccccc2Cl)NC(=O)N1 (configuration not stated) | 0.4 | 2.3 | -1.6 | 0.2 | -14.8 | 4.0 | 0.4 | -3.0 | 6.2 | -15.7
COc1ccc(CNC(=O)C(=O)NCC2OCCN2S(=O)(=O)c2ccc(F)cc2)cc1 (configuration not stated) | -2.8 | 5.8 | 5.9 | -4.8 | -2.6 | -3.9 | 4.3 | -4.7 | -4.2 | -2.6
COC(=O)c1nn(-c2ccccc2)c(=O)cc1Oc1ccc(Cl)cc1 | 0.5 | 1.6 | -5.8 | 6.6 | -14.5 | 5.9 | -2.4 | 0.2 | -4.0 | -7.2
CN(c1cccc2cccnc12)S(=O)(=O)c1ccccc1 | 0.5 | 1.0 | 8.5 | 0.7 | 13.4 | 1.7 | 0.9 | 3.3 | -3.0 | -0.9
CCC1(CC)Cc2ccccc2-c2[nH]c(=S)[nH]c(=O)c21 | 17.4* | 6.8 | -4.0 | -2.6 | -5.9 | 6.4 | -4.0 | -2.2 | -2.1 | 6.3
CCCOP(=O)(c1ccc(N(C)C)cc1)C(O)c1c(Cl)cccc1Cl (configuration not stated) | -1.5 | -2.0 | 3.1 | 4.3 | 11.3 | -1.1 | 1.6 | -5.8 | 2.5 | -4.5
CCOc1ccc(N2C(=O)C3=C(C(c4ccc(Cl)cc4)=NCCN3)C2c2cccnc2)cc1 (configuration not stated) | 1.9 | -1.3 | 4.5 | 0.5 | -6.1 | -5.7 | 5.1 | 2.8 | -1.6 | -8.3
O=c1c(Cc2ccc(Cl)cc2Cl)c(O)ccn1Cc1ccncc1 | -0.4 | -1.0 | 2.1 | -7.6 | -7.3 | 2.8 | 4.2 | 1.6 | -10.6 | 0.2
CN1C(=O)CC(Sc2ncccc2C(=O)O)C1=O (configuration not stated) | -1.4 | -3.8 | 2.5 | -1.0 | 0.5 | -2.2 | -1.6 | 5.5 | -8.4 | 3.7
Cc1cccc(/C=C(\C#N)C(=O)Nc2ccccn2)c1 | -1.6 | 3.3 | 9.7 | -4.7 | 7.2 | 4.4 | 0.1 | 5.3 | -4.5 | 2.5
N#Cc1cccc(NC(=O)Cn2cnc(S(=O)(=O)N3CCCCC3)c2)c1 | -2.4 | 0.0 | 2.2 | 0.5 | 13.4 | 1.0 | 0.6 | -1.0 | 1.5 | -1.6
Cc1cccc(NC(=O)CCS(=O)(=O)c2cccc3nonc23)c1C | -0.2 | 3.4 | -3.3 | -0.1 | -0.2 | -1.6 | -1.3 | 5.8 | 14.1 | 2.7
CCc1nnc(NC(=O)c2ccc(S(=O)(=O)NC3CCCCC3)cc2)s1 | -0.6 | 7.7 | 14.7 | 1.8 | 1.2 | -0.6 | -2.0 | -11.4 | 1.9 | -8.1
CNC(=O)C[C@H]1C(=O)N(c2ccc(Br)cc2)C[C@@H]1CSC | -1.9 | 1.9 | 0.4 | -1.3 | 0.6 | 0.3 | -3.8 | 5.0 | 5.3 | -0.3
Cc1ccc(C2=NOC(C)(c3nnc(-c4ccc(Cl)cc4)o3)C2)cc1 (configuration not stated) | 1.6 | -3.4 | 1.8 | -5.6 | 5.5 | -3.3 | 0.3 | -24.7 | 7.4 | -7.5
O=C(CSc1nnc(C2CC2)n1-c1ccccc1)NCc1ccco1 | -1.1 | -0.5 | 0.9 | -1.2 | 1.9 | 0.0 | -1.6 | 2.3 | 0.3 | 7.6

This is a subset. The share of hits here may be higher or lower than overall.
